Compound activity (PubChem)
SR-BI DiI-HDL act: activators of SR-BI mediated DiI-HDL uptake, primary screen, ldlA[mSR-BI] CHO cells, DiI fluorescence | 3 h; 100 = double the neutral-control signal | actives 0.096% (n = 320,000) | AID 504775, 2011 | activation, % at 12.5 µM;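 active = mean replicate activation of at least 60% and every replicate at or above 60%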;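 also: 0% = median plate neutral-control signal and 100% = twice that signal; values of inactives mirror those of a sister screen read the other way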
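Material: SR-BI-overexpressing, LDLR-lacking CHO cells; schedule: compound exposure 3 h, 37 °C; reagent: DiI-labelled HDL at 10 µg/mL final; technique: bottom-read fluorescence, 550/595 nm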
Wnt act: Wnt/beta-catenin pathway activators, primary screen, cell-based, plate reader, single point; Wnt/beta-catenin reporter cell assay, activator; activation, % at 9.35 µM; actives 1.2% (n = 300,000); in the data active = activation above about 30%, passing the limit was not always enough;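 also: 0% = neutral control wells and 100% = positive control wells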
CAL PDZ FP-1: CAL PDZ peptide-binding inhibitors, primary screen, biochemical, fluorescence polarization, Cer-tagged CAL PDZ, HTS | actives 0.02% (n = 330,000) | inhibition, % at 20 µM | Golgi-associated PDZ and coiled-coil motif-containing protein (Homo sapiens), Q9HD26 | AID 504414, 2011 | purified CAL PDZ, TMR-peptide fluorescence polarization, 1 h;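 active = highest replicate inhibition of at least 40%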;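 also: plate controls were DMSO neutral control wells for no effect and unlabeled competitor peptide control wells for full effect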
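System: tagged CAL PDZ domain. Schedule: 1 h room-temperature incubation prior to read. Signal: fluorescence polarization (mP). Measure: percent inhibition from loss of millipolarization.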
phage Ecoli inh: growth loss of phage-infected E. coli, primary screen, RecBCD inhibitor project, absorbance, with phage, HTS; AID 651602, 2012; actives 0.26% (n = 360,000); inhibition, % at 11.9 µM; in the data active = inhibition above about 11%
SR-BI HDL uptake: inhibitors of SR-BI mediated HDL lipid uptake, primary screen, ldlA[mSR-BI] cells, fluorescence, single point | Scavenger receptor class B member 1 (Mus musculus), Q61009 | ldlA[mSR-BI] CHO cells, DiI-HDL uptake fluorescence, 3 h | inhibition, % at 12.5 µM | actives 0.96% (n = 320,000);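 active = mean replicate inhibition of at least 70% and a set share of replicates each scoring 70 or more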;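 also: 0% = median of neutral control wells and 100% = median of positive control wells; values of inactives mirror those of a sister screen read the other way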
Target sequence (Q61009 whole entry, looked up): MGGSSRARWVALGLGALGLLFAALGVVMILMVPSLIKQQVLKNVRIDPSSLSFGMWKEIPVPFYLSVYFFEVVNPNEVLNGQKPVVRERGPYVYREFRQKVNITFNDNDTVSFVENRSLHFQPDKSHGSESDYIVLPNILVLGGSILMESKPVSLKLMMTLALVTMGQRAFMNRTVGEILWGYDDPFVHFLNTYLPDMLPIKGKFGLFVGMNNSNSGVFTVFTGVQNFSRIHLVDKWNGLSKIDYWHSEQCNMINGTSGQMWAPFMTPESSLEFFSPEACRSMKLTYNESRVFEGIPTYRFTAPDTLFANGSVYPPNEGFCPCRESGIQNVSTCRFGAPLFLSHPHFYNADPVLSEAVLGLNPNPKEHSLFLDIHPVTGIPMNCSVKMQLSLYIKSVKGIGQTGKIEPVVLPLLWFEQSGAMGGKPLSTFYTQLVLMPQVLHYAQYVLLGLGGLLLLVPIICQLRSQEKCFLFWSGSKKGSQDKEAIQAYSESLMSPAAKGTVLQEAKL
MITF TRPM1 HTS: activators of MITF-driven TRPM1 promoter reporter, primary screen, cell-based, SK-MEL-5, luciferase, single point. SK-MEL-5 TRPM1-promoter luciferase, 24 h; % of positive control, neutral wells = 0. activation, % at 12.5 µM. actives 0.75% (n = 300,000);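 active = mean activation of at least 80% with every replicate also reaching 80%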;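 also: 0% = neutral control wells and 100% = parthenolide positive control wells; values of inactives mirror those of a sister screen read the other way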
AddAB inh: growth inhibition of E. coli expressing H. pylori AddAB, primary screen, AddAB inhibitor project, absorbance. actives 0.29% (n = 330,000). inhibition, % at 11.9 µM; in the data active = inhibition above about 12%;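 also: 0% = vehicle wells of infected cells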
Tat transport: E. coli Tat export inhibitors, primary screen, MC4100, TorA-mCherry reporter, fluorescence, single point | inhibition, % at 10 µM | actives 0.036% (n = 340,000);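 active = mean replicate inhibition at least 50% and at least half of replicates individually reaching 50%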;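 also: exported cargo escapes ClpAP degradation while cytoplasmic cargo is degraded and loses fluorescence; 0% = median of neutral control wells and 100% = median of NaSCN control wells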
Ecoli viability: E. coli V3065 growth inhibition, primary screen, counter-screen for AddAB inhibitor project, absorbance, OD600. 18 h. inhibition, % at 11.9 µM. actives 0.27% (n = 330,000). AID 449728, 2010;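 active = inhibition above the campaign's mean inhibition across all tested compounds plus 3 SD, cut at about 9.9% in these data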;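 also: uninfected addAB+ strain grown without phage in ampicillin broth; 0% = DMSO wells and 100% = ciprofloxacin 0.95 µg/ml wells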
CAL PDZ FP-2: untagged CAL PDZ binding inhibitors, primary screen, biochemical, fluorescence polarization, HTS; actives 0.92% (n = 300,000); Golgi-associated PDZ and coiled-coil motif-containing protein (Homo sapiens), Q9HD26; inhibition, % at 24.9 µM; AID 602252, 2012; purified CAL PDZ, TMR-peptide fluorescence polarization, 1 h;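 active = mean inhibition of at least 30% with at least half of replicates also reaching 30%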;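 also: 0% = DMSO neutral control and 100% = excess unlabeled competitor peptide PRC23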
An asterisk follows results filed as active; nt = no result given.

SMILES	SR-BI DiI-HDL act	Wnt act	CAL PDZ FP-1	phage Ecoli inh	SR-BI HDL uptake	MITF TRPM1 HTS	AddAB inh	Tat transport	Ecoli viability	CAL PDZ FP-2
CC(C)CNS(=O)(=O)c1ccc(OCC(=O)NCC2CCCO2)c(Cl)c1 (stereo not drawn)	-11	-1	0.4	2.6	11	-10	2.0	-1	0.2	1
Cc1ccc(F)cc1NC(=O)/C=C/c1ccc(S(=O)(=O)N2CCOCC2)cc1	-61	-1	0.4	0.7	61	3	1.1	-3	-0.6	-2
Cc1c(CCC(=O)O)c(=O)oc2cc3occ(-c4ccc(F)cc4)c3cc12	18	-1	-6.6	0.3	-18	nt	-1.2	-4	-0.2	-9
CC(=O)c1c(C)[nH]c(C(=O)CSc2ncnc3sc(-c4ccccc4)cc23)c1C	-6	-1	-0.4	1.9	6	-20	-0.1	5	-2.1	-2
O=C(NCC(c1ccco1)N1CCCC1)c1cn(-c2ccccc2)nc1-c1ccc(F)cc1 (stereo not drawn)	-29	-4	-2.3	0.5	29	9	nt	4	nt	2
CC(NS(=O)(=O)/C=C/c1ccccc1)c1ccccc1 (stereo not drawn)	0	-4	-6.9	2.5	0	2	-0.2	-2	1.5	-5
Cc1cc(C)c2c(N)c(C(=O)Nc3ccccc3Cl)sc2n1	nt	0	nt	1.5	nt	nt	3.5	nt	0.2	nt
COc1ccc(OC)c2c(=O)cc(C(=O)O)[nH]c12	nt	5	nt	2.1	nt	nt	1.2	nt	-0.3	nt
Cn1c(SCC(=O)N/N=C/c2ccco2)nc2ccccc21	6	-2	-0.6	3.8	-6	8	2.7	3	3.5	1
COc1ccc(-c2cc(C(=O)N(C)CC(=O)Nc3ccccc3Cl)c3ccccc3n2)cc1OC	-36	-1	-0.6	3.8	36	4	2.6	6	3.0	-4
c1ccc(CNc2ccc(CNc3ncn[nH]3)cc2)cc1	19	nt	-1.2	4.0	-19	18	2.9	6	1.7	-4
Cc1nc2nc(C)c(NS(=O)(=O)c3cccs3)c(=O)n2[nH]1	-24	-3	-2.9	0.5	24	-2	1.4	-2	-1.4	-5
CN(C)CCNC(=O)c1cccc(NS(=O)(=O)c2ccc(Cl)c(Cl)c2)c1	nt	-2	-1.2	0.5	nt	0	-1.4	-14	0.2	8
Nc1nc(-c2ccc(-c3ccccc3)cc2)cs1	-15	16	-0.3	5.7	15	64	4.7	1	1.4	-1
CN(Cc1nc2ccccc2c(=O)[nH]1)c1ccccc1	35	nt	-3.6	2.2	-35	6	4.6	-10	1.4	nt
O=C(O)c1ccc2c(c1)C(=O)N(N1C(=O)c3ccccc3C1=O)C2=O	11	23	-2.7	4.3	-11	-1	1.8	7	3.1	0
COc1cc(/C=C/C(=O)OCC(=O)NC2CC2)cc(OC)c1OC	-6	-3	-2.0	2.4	6	-10	2.7	0	1.0	nt
COc1ccccc1N1CCN(C(=O)CSc2ncccc2-c2nc3ccccc3[nH]2)CC1	-56	nt	-2.4	0.7	56	-8	1.6	2	-2.5	nt
COc1ccc(OC)c(/C=N/NC(=O)CSc2nnc(C)n2-c2ccccc2)c1	-10	nt	-1.7	0.9	10	-3	5.3	-10	-2.2	-3
O=C(Cc1cccs1)N/N=C/C=C\c1ccccc1[N+](=O)[O-]	-23	3	-0.5	4.1	23	53	1.4	-10	-1.5	2
O=C(NC(=S)Nc1ccc(S(=O)(=O)Nc2nccs2)cc1)c1ccc(F)cc1	20	0	-1.6	3.0	-20	4	4.4	11	6.6	54*
CC(=O)Oc1ccc(C(=O)Nc2ccccc2C(=O)N2CCCC2)cc1	39	2	-1.8	1.1	-39	-10	3.3	2	3.0	2
COC(=O)Cc1c(C(=O)OC)nnn1-c1ccc(OC(F)(F)F)cc1	11	0	-1.9	2.5	-11	6	2.0	-2	0.0	-2
COc1ccc(C(=O)NCC(=O)N2CCC(C)CC2)cc1OC	7	-1	-2.5	1.6	-7	15	0.5	5	-0.7	7
CC(C)(C)OC(=O)NCCCCCc1nnc(SCc2cccc(F)c2)o1	11	-1	-0.5	2.6	-11	nt	0.9	8	-0.8	-2

Whole records as entered above. Values in the order: SR-BI DiI-HDL act | Wnt act | CAL PDZ FP-1 | phage Ecoli inh | SR-BI HDL uptake | MITF TRPM1 HTS | AddAB inh | Tat transport | Ecoli viability | CAL PDZ FP-2
COc1ccc(-c2cc(C(=O)N(C)CC(=O)Nc3ccccc3Cl)c3ccccc3n2)cc1OC as listed: -36 | -1 | -0.6 | 3.8 | 36 | 4 | 2.6 | 6 | 3.0 | -4
O=C(O)c1ccc2c(c1)C(=O)N(N1C(=O)c3ccccc3C1=O)C2=O as listed: 11 | 23 | -2.7 | 4.3 | -11 | -1 | 1.8 | 7 | 3.1 | 0
COc1cc(/C=C/C(=O)OCC(=O)NC2CC2)cc(OC)c1OC as listed: -6 | -3 | -2.0 | 2.4 | 6 | -10 | 2.7 | 0 | 1.0 | nt
CN(Cc1nc2ccccc2c(=O)[nH]1)c1ccccc1 as listed: 35 | nt | -3.6 | 2.2 | -35 | 6 | 4.6 | -10 | 1.4 | nt
COC(=O)Cc1c(C(=O)OC)nnn1-c1ccc(OC(F)(F)F)cc1 as listed: 11 | 0 | -1.9 | 2.5 | -11 | 6 | 2.0 | -2 | 0.0 | -2

The results go on.
SMILES	SR-BI DiI-HDL act	Wnt act	CAL PDZ FP-1	phage Ecoli inh	SR-BI HDL uptake	MITF TRPM1 HTS	AddAB inh	Tat transport	Ecoli viability	CAL PDZ FP-2
O=c1cc(N2CCCCC2)[nH]c(=O)n1C1CCCCC1	9	-1	0.7	2.7	-9	nt	-3.4	2	1.0	nt
CC(=O)Nc1ccc(NC(=O)C2CC(=O)Nc3ncnn32)cc1 (stereo not drawn)	12	-3	-0.7	3.4	-12	5	0.2	6	1.8	-2
Cn1c(N)c(N=O)c(=O)n(C)c1=O	9	2	-0.4	4.2	-9	nt	3.1	13	1.9	nt
CC(NC(=O)CCC(=O)c1ccccc1)c1ccc(F)cc1 (stereo not drawn)	13	3	-1.7	3.5	-13	10	0.9	6	-2.5	-1
Cc1ccc(C(=O)C(OC(=O)CNS(=O)(=O)c2ccccc2)c2ccccc2)cc1 (stereo not drawn)	-3	1	-0.5	-0.8	3	-1	3.3	6	-1.9	0
CCn1cc(C(=O)NCc2ccco2)c2cc(OC)c(OC)cc2c1=O	-5	-3	-0.1	-0.5	5	-4	0.1	5	-0.7	1
CCCS(=O)(=O)N1CCCC(C(=O)NCCCN(C)Cc2ccccc2)C1 (stereo not drawn)	nt	nt	-0.6	1.7	-12	11	1.3	2	1.1	-1
O=C(Nc1cc2c3c(c1)CC(=O)N3CCC2)c1c(F)cccc1F	-45	0	-2.4	5.0	45	5	1.3	22	-1.3	-2
COc1cc(C(O)P(=O)(OCCC(C)C)c2ccc(N(C)C)cc2)cc(OC)c1OC (stereo not drawn)	-7	-4	0.7	1.4	7	nt	2.4	8	0.8	nt
COc1cccc(CNC(=O)c2cc3oc4ccccc4c3n2C)c1OC	13	nt	-0.9	2.9	-13	-8	2.5	2	0.7	-3
Cc1cccc(C(=O)NCC(c2cccs2)N2CCOCC2)c1 (stereo not drawn)	10	-1	-2.7	2.7	-10	9	0.6	-2	2.6	-5
C#CCOC(=O)C[N+](C)(C)CC=C	3	1	-0.4	-0.8	-3	nt	2.1	-1	-0.7	nt
Cc1ccc(S(=O)(=O)Nc2nnc(CC(C)(C)C)s2)cc1	23	-1	-1.4	5.2	-23	nt	0.7	-2	-1.0	0
CCCc1[nH]nc2c1C(c1c(C)nn(-c3ccccc3)c1Cl)C(C#N)=C(N)O2 (stereo not drawn)	0	-7	-2.4	2.2	0	-2	1.9	3	-1.1	-6
Cc1cccc(C(=O)OCC(=O)N2CC(C)OC(C)C2)c1C (stereo not drawn)	-3	-7	-2.0	2.2	3	2	1.2	-1	1.3	3
O=C(COc1ccc(Cl)cc1Cl)N/N=C/c1ccccn1	5	4	-3.6	-5.2	-5	-7	nt	-2	nt	-4
Cc1ccccc1CSc1nnc(-c2cccnc2)n1N	-1	nt	1.0	3.3	1	3	2.8	-3	-0.9	-6
COC(=O)c1ccc(N2CCS(=O)(=O)CC2)cc1	3	5	-0.5	-1.6	-3	5	-1.2	-8	-0.5	nt
CCOc1ccc(NC(=O)c2ccc(NC(=S)NC3CC3)cc2)cc1	-41	16	-2.8	2.8	41	2	-3.3	-5	-4.0	-5
O=C(Cn1nc(C(F)(F)F)c2c1CCCC2)NC1CCCC1	10	nt	-1.5	0.5	-10	0	0.5	12	3.7	-1
COc1ccc(C2=NCCn3nc4cc(C(F)(F)F)ccc4c32)cc1	-39	1	-1.0	2.5	39	7	-1.0	3	-0.2	-5
CCn1cnnc1SCC(=O)Nc1ccccc1C(=O)NC1CC1	24	2	-0.4	1.6	-24	-4	-3.0	-5	1.3	nt
CC(C)CN1C(=O)C(=O)N(CC(=O)NCc2ccc3c(c2)OCO3)C1=O	20	nt	nt	2.5	-20	8	1.2	-5	0.3	2
COc1ccc(C(=O)Nc2nc(C)cs2)cc1S(=O)(=O)N1CCCC1	-19	-3	-0.6	2.0	19	0	-2.2	2	-0.8	6
Cc1ccc(C(=O)NCC(=O)Nc2ccc(C)c(S(=O)(=O)Nc3ccc(Cl)cc3)c2)s1	-23	-6	-0.4	0.5	23	-12	-0.3	10	0.7	-7
SMILES	SR-BI DiI-HDL act	Wnt act	CAL PDZ FP-1	phage Ecoli inh	SR-BI HDL uptake	MITF TRPM1 HTS	AddAB inh	Tat transport	Ecoli viability	CAL PDZ FP-2
Cc1[nH]c2ccccc2c1C(=O)C(=O)N1CCN(c2ccccc2)CC1	nt	0	-1.6	2.8	16	-1	2.9	16	-0.6	-3
NC(=O)CSc1ccc(S(=O)(=O)N2CCOCC2)cn1	18	-3	0.9	3.1	-18	-1	0.1	-3	0.0	-3
CCCCCC(=O)Nc1c2c(nc3ccccc13)CCC2	25	-1	-1.6	1.4	-25	nt	-1.6	-2	-1.0	-4
COc1ccc(-c2noc(CNS(=O)(=O)c3ccc(NC(C)=O)cc3)n2)cc1OC	-1	-2	-1.3	2.2	1	-4	2.1	5	2.3	-3
O=C(Nc1ccc2c(c1)C(=O)NC2=O)c1cccc(Cl)c1	-3	-1	-0.4	3.0	3	7	-1.9	5	1.2	nt
O=C(Nc1ccc(Cl)c(Cl)c1)N(CCCN1CCOCC1)Cc1cccs1	-22	-4	-0.9	2.2	22	2	0.1	-16	0.9	-3

2 entries drawn at random from the list so far:
SMILES	SR-BI DiI-HDL act	Wnt act	CAL PDZ FP-1	phage Ecoli inh	SR-BI HDL uptake	MITF TRPM1 HTS	AddAB inh	Tat transport	Ecoli viability	CAL PDZ FP-2
NC(=O)CSc1ccc(S(=O)(=O)N2CCOCC2)cn1	18	-3	0.9	3.1	-18	-1	0.1	-3	0.0	-3
Cc1[nH]c2ccccc2c1C(=O)C(=O)N1CCN(c2ccccc2)CC1	nt	0	-1.6	2.8	16	-1	2.9	16	-0.6	-3
